Screening data as filed in PubChem.
HePTP inhibitor – human HePTP phosphatase inhibition | P35236 | recombinant HePTP phosphatase activity, OD absorbance | inhibition, % at 20 µM | actives 0.64% (n = 110,000) | AID 521; in the data active = inhibition above about 50%;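 note: plate controls were vehicle for no effect and reference inhibitor for full effect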
Target sequence (P35236 whole entry, looked up): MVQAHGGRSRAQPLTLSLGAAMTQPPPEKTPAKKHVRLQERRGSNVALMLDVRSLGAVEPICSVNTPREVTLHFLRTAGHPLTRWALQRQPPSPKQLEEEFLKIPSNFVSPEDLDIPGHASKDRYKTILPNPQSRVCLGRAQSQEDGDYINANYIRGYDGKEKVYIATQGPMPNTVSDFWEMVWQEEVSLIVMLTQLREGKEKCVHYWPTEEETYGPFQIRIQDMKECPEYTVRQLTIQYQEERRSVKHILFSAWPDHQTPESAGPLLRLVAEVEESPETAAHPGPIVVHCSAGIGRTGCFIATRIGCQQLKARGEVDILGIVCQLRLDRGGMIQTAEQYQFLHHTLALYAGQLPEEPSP
BAP1 block – inhibitors of human BAP1 deubiquitinase. Q92560. recombinant BAP1, Ub-AMC hydrolysis fluorescence kinetic; active compounds read low. activity remaining (% of control), % at 20 µM. actives 0.48% (n = 72,000);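 active = activity remaining at or below 50% of control, provided the compound also passes the data quality filters; inactive = the rest, including low values that fail the filters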;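 note: 100% = DMSO wells rate and 0% = substrate alone blank rate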
Target sequence (Q92560 whole entry, looked up): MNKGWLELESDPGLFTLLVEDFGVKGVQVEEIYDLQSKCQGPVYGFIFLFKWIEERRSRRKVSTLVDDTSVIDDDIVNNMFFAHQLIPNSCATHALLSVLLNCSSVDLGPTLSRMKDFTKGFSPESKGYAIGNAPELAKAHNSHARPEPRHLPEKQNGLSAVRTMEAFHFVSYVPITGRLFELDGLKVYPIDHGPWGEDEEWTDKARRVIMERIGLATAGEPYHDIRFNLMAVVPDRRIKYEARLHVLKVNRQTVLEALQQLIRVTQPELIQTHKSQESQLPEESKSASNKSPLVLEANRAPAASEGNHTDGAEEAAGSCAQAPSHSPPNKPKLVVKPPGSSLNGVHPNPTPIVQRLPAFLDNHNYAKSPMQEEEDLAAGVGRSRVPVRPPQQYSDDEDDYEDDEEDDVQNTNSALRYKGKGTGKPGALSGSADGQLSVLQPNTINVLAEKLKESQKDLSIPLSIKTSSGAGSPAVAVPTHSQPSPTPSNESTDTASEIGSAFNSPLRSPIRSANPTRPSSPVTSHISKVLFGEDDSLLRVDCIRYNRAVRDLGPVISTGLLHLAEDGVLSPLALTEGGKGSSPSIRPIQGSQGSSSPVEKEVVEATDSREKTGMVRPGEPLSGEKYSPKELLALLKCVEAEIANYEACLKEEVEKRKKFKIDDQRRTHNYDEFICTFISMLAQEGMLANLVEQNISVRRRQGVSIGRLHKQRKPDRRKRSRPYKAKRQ
An asterisk follows results filed as active; / = no result given; & = joins results of further samples.

SMILES | HePTP inhibitor | BAP1 block
CC1=C(C(=O)OCCOc2ccccc2)C(c2cccs2)C2=C(CCCC2=O)N1 (stereo not drawn) | -4 | /
CC(=O)c1ccc(NC(=NS(=O)(=O)c2ccc(C)cc2)c2ccccc2)cc1 | / | 58
Cn1c(=O)c2c(nc(SCc3cccnc3)n2Cc2ccccc2)n(C)c1=O | 6 | 82
CS(=O)(=O)N1CCN(Cc2c[nH]c3ccccc23)CC1 | -9 | /
Cc1cc(C(=O)N2CCN(c3ccc(Cl)cc3)CC2)ccc1[N+](=O)[O-] | -4 | /
O=C(CSc1nc2ccccc2[nH]1)Nc1ccc(F)c(Cl)c1 | -6 | /
CC(=O)c1ccc(-c2ccc([N+](=O)[O-])cc2)s1 | 7 | /
CCOC(=O)c1[nH]cnc1C(=O)Nc1ccccn1 | 4&7 | 93
CCOC(=O)Cc1nnc(NC(=O)Nc2ccc(Cl)cc2)s1 | 1 | /
CC(=O)NCCn1c(SCC(=O)c2ccccc2)nc2ccccc2c1=O | -7 | 89
Cc1ccc(OCC(=O)n2nc(C)cc2C)c(Br)c1 | -1 | 102
CSc1cnn(-c2ccccc2)c(=O)c1SC | 12 | 85
COc1ccccc1NC(=O)c1ccc2c(c1)C(=O)N(c1ccccc1C)C2=O | 2 | /
CC1CCN(c2cc(N3CCN(C(=O)c4ccc(F)cc4F)CC3)c([N+](=O)[O-])cc2F)CC1 | 7 | /
Oc1ccc(Br)cc1/C=N\N1CCN(c2ccccc2)CC1 | 2 | /
CCCCOc1ccccc1C1Nc2ccccc2NC2=C1C(=O)CC(c1ccccc1)C2 (stereo not drawn) | 0 | /
Cn1c(=O)[nH]c(=O)c2c1nc(SCC(=O)Nc1ccccc1)n2Cc1ccccc1 | 7 | 87
Cn1c(=O)c2[nH]cnc2n(C)c1=O | -6 | 96&97
COCCCNC(CC(=O)Nc1ccc(N(C)C)cc1)C(=O)O (stereo not drawn) | 6 | 108
O=C(O)/C=C/C(=O)Nc1ccc(F)cc1F | 2 | /
CC1CCc2c(sc3nc(SCC(=O)NCc4ccco4)nc(N)c23)C1 (stereo not drawn) | -1 | 89
Cc1c(C(=O)OCc2ccccc2)[nH]c2c1C(=O)CC(c1ccco1)C2 (stereo not drawn) | 13 | 82
O=C(O)CCCC(=O)Nc1ccc(C(=O)N2CCCCC2)cc1 | 2 | 142
CCc1nc2n[nH]c(N)c2c2c1CSC(C)(C)C2 | 3 | 104
COc1ccc(/C=C2/C(=N)N3N=C(C(C)C)SC3=NC2=O)cc1OC | -1 | /
Remaining list, next part
SMILES | HePTP inhibitor | BAP1 block
Cc1cccc(/C(N)=N/OC(=O)c2ccccc2I)c1 | 8 | /
Cc1ccc(S(=O)(=O)N(CC(O)CN2C(=O)NC(C)(C)C2=O)c2cccc([N+](=O)[O-])c2)cc1 (stereo not drawn) | / | 74
O=C(CCS(=O)(=O)c1ccc(Br)cc1)NCc1cccs1 | / | 101
OC(COc1ccc2c(c1)CCC2)Cn1cnc2ccccc21 (stereo not drawn) | -6 | 115
COc1cc(NC(=O)c2ccccc2)c(OC)cc1NC(C)=O | 3 | 100
CCOc1ccccc1NC(=O)c1ccccc1N(C)S(C)(=O)=O | 12 | 120
O=C1/C(=C/c2ccco2)SC(=S)N1CCc1ccccc1 | 18 | /
N/C(=N/N=C/c1ccc2c(c1)OCO2)c1ccccn1 | -4 | /
COc1ccc(C(=O)Cn2nnc(-c3ccccc3NC(=O)C3CC3)n2)cc1 | -1 | 78
O=C(CCn1c(=O)oc2ccccc21)Nc1nccs1 | 2 | 92
Cc1cc(C(=O)N/N=C/c2ccccc2[N+](=O)[O-])n[nH]1 | 6 | /
Cc1ccc(-c2nn3c(C)nnc3s2)cc1NCc1c(F)cccc1Cl | 5 | 114
c1ccc(-c2nc[nH]c2-c2ccccc2)cc1 | 0 | 159
Cc1nc2cc(NC(=O)COc3ccc(C#N)cc3)ccc2n1-c1ccccc1 | -2 | 101
Cn1c(CSc2nc3ccc(Br)cc3[nH]2)nc2ccccc21 | -6 | 82
Cc1ccc(C(=O)Nc2ccccc2C(=O)NCc2ccco2)cc1S(=O)(=O)N1CCCCC1 | 6 | /
Cn1ccnc1SCN1C(=O)c2ccccc2C1=O | -2 | /
COc1cc(/C=C/C(=O)c2ccc(F)cc2)cc(OC)c1OC | 3 | /
CCCCOc1ccc(NC2=NC3(CCCC3)N=C(N)N2)cc1 | 3&3 | 50*
NS(=O)(=O)c1ccc(NC(=S)Nc2ccccc2)cc1 | -3 | /
O=C(Oc1ccc(/C=C2/SC(=S)N(c3ccccc3)C2=O)cc1)c1cccc([N+](=O)[O-])c1 | -5 | /
Cc1ccc(C(C)NC(=O)c2ccccc2)c(C)c1 (stereo not drawn) | -9 | /
CC(C)CCn1c(CN2CCN(Cc3ccccc3)CC2)nc2c1c(=O)n(C)c(=O)n2C | 6 | 104
O=C1CCCC(=NCc2ccco2)C1 | 10 | /
CC1=C(C(=O)Nc2ccc(C)cc2)C(c2ccc(N(C)C)cc2)NC(=O)N1 (stereo not drawn) | / | 89

Profiles, quoted from the list. Screens in order: HePTP inhibitor | BAP1 block
COc1cc(/C=C/C(=O)c2ccc(F)cc2)cc(OC)c1OC is entered as 3 | /
c1ccc(-c2nc[nH]c2-c2ccccc2)cc1 is entered as 0 | 159

Going on with the list.
SMILES | HePTP inhibitor | BAP1 block
COc1ccc(N(CC(=O)Nc2cccc(Br)c2)S(C)(=O)=O)cc1 | -11 | /
N#CC(C(=O)Nc1cccc(Cl)c1)=C1Nc2ccccc2N1 | 2 | /
CCOc1ccc2nc(NC(=O)C(CCSC)NS(=O)(=O)c3cccs3)sc2c1 (stereo not drawn) | -7 | /
O=C1CC(c2ccccc2)CC2=C1C(c1cc([N+](=O)[O-])ccc1Cl)Nc1ccccc1N2 (stereo not drawn) | -1 | /
CC(CN1CCCCC1)OC(=O)c1ccc2c(c1)OCO2 (stereo not drawn) | 4 | 75
COC(=O)C1=C(C)N(C)C(C)=C(C(=O)OC)C1c1cc(OC)c(OC)c(OC)c1 | 2 | /
CC(c1ccccc1)n1cc(C(=O)NCc2ccccn2)nn1 (stereo not drawn) | 6 | 91
CCCC1=NN2C(=N)/C(=C/c3ccc(-c4ccc(Cl)cc4Cl)o3)C(=O)N=C2S1 | 15 | /
CC(=O)Nc1c2c3c(cccc3n(C)c1=O)C(=O)c1ccccc1-2 | 17 | 84
COCCCNc1nc2c(c(=O)n(C)c(=O)n2C)n1Cc1cccc(OC)c1 | 1 | 151
COC(=O)c1c(NC(=O)/C=C/C(=O)O)sc(C)c1-c1ccc(C)cc1 | 1 | /
OC1CCCN(Cc2cccc3ccccc23)C1 (stereo not drawn) | 6 | 103
O=C(N/N=C/c1cccc(O)c1O)c1ccc(-c2ccccc2)cc1 | -2 | /
CC(=O)OCP(C)(=O)COC(C)=O | 13 | 133
CC(C)(C)c1ccc(C(=O)N2CCC(C(=O)NCc3ccncc3)CC2)cc1 | 6 | 108
Oc1ccc(Br)cc1CN1CCN(C2CCN(Cc3ccccc3)CC2)CC1 | -1 | /
NCC(O)COc1ccc2c(c1)OCO2 (stereo not drawn) | -8 | 106
COc1ccc(N2C(=O)CC(N3CCN(C(c4ccc(F)cc4)c4ccc(F)cc4)CC3)C2=O)cc1 (stereo not drawn) | 4 | /
O=S(=O)(CCc1nnc(-c2ccccc2)o1)c1ccc(Cl)cc1 | -6 | /
CC(=O)c1sc(NC(=O)c2ccccc2F)nc1C | 5 | 88
CS(=O)(=O)N1CCN(C(=O)c2ccncc2)CC1 | 10 | 104
COC(=O)/C(=C/C(=O)c1ccc(Cl)cc1)Nc1ccc(OC)cc1 | 4 | /
Cc1ccc(S(=O)(=O)N2CCN(C(=O)COC(=O)COc3ccccc3)CC2)cc1 | 0 | 112
CCCN(CCC)c1nc2ccccc2nc1C(C#N)C(=O)OCCOC (stereo not drawn) | 1 | 136
COc1ccc(C(=O)Oc2ccc3c4c(c(=O)oc3c2)CCC4)cc1 | 0 | /
Other compounds
SMILES | HePTP inhibitor | BAP1 block
CC(N=Cc1cccc(O)c1O)c1ccccc1 (stereo not drawn) | 4 | 75
COc1ccc(C(C)N2CC34C=CC(O3)C(C(=O)OCC(C)C)C4C2=O)cc1 (stereo not drawn) | 10 | 98
CC1CCc2c(sc(NC(=O)Cc3ccccc3)c2C(N)=O)C1 (stereo not drawn) | 6 | /
C=CCN(CC(=O)NCC1CCCO1)C(=O)CCC(=O)Nc1cc(C)on1 (stereo not drawn) | 11 | 109
Oc1ccc(C2NN=C(c3ccccc3)S2)cc1 (stereo not drawn) | -19 | /
CCOC(=O)c1cnc(SCCCc2ccccc2)nc1N | -14 | /
COC(=O)c1ccccc1NC(=O)c1cc(C2CC2)on1 | 6 | 92
COc1ccc(-c2noc(CCC(=O)NCCCN3CCC(Cc4ccccc4)CC3)n2)cc1 | -1 | 83
Cc1ccc2c(c1)nnn2C1CCN(CC(=O)NCCc2nc3ccccc3[nH]2)CC1 | 4 | 99
COc1ccc(CNC(=O)c2ccc(NC(=O)C3CCCO3)cc2)cc1 (stereo not drawn) | 1 | /
Cc1cc(=O)n2nc(N3CCCC(C(=O)N4CCOCC4)C3)sc2n1 (stereo not drawn) | 1 | 96
CCOC(=O)COc1ccc(-c2nc3sc(C)c(C)c3c(=O)[nH]2)cc1OCC | 2 | /
CCOC(=O)CC1=NC(=O)CS1 | -1 | 93
Cc1ccc(NC(=O)CSc2nnc(COc3ccc(C#N)cc3)n2-c2ccccc2)cc1C | 2 | 80
Cc1ccc(C(C)C)c(OCCNC(=S)Nc2cccc3ccccc23)c1 | 6 | /
C/C(Cl)=C/Cn1c(NCCCn2ccnc2)nc2c1c(=O)[nH]c(=O)n2C | -6 | 102
O=C(C1CCN(S(=O)(=O)c2cccc3nsnc23)CC1)N1CCCc2ccccc21 | -1 | 91
O=C(Nc1ccccc1C(=O)O)c1ccc2c(c1)C(=O)N(CC1CCCO1)C2=O (stereo not drawn) | -6 | /
COc1cccc(NS(=O)(=O)c2ccc(S(=O)(=O)N3CCOCC3)cc2)c1 | 3 | 97
COCCNC(=O)CN(c1ccc(OC)cc1)S(C)(=O)=O | 11 | /
Cc1nnc2sc(-c3ccc(NC(=O)CSc4ccc(Cl)cc4)cc3)nn12 | 3 | /
CC(C)(C)NC(=O)CN(c1cccc(C(F)(F)F)c1)S(C)(=O)=O | -3 | /
CCOC(=O)CC1CSc2nc3sc(C)c(C)c3c(=O)n21 (stereo not drawn) | 7 | 212
CCOCCCN(C(=O)Cn1nnc2ccccc21)C(C(=O)NCc1ccco1)c1ccncc1 (stereo not drawn) | -1 | 95
CN(C)c1nc2n(c(=O)n1)CCO2 | 9 | 101

Four entries drawn at random from the list so far:
SMILES | HePTP inhibitor | BAP1 block
CC1CCc2c(sc(NC(=O)Cc3ccccc3)c2C(N)=O)C1 (stereo not drawn) | 6 | /
CCOC(=O)CC1CSc2nc3sc(C)c(C)c3c(=O)n21 (stereo not drawn) | 7 | 212
COc1ccc(CNC(=O)c2ccc(NC(=O)C3CCCO3)cc2)cc1 (stereo not drawn) | 1 | /
O=C(C1CCN(S(=O)(=O)c2cccc3nsnc23)CC1)N1CCCc2ccccc21 | -1 | 91

Some of these compounds in order of the BAP1 block value, lowest first.
SMILES | HePTP inhibitor | BAP1 block
CCOCCCN(C(=O)Cn1nnc2ccccc21)C(C(=O)NCc1ccco1)c1ccncc1 (stereo not drawn) | -1 | 95
COc1cccc(NS(=O)(=O)c2ccc(S(=O)(=O)N3CCOCC3)cc2)c1 | 3 | 97
COc1ccc(C(C)N2CC34C=CC(O3)C(C(=O)OCC(C)C)C4C2=O)cc1 (stereo not drawn) | 10 | 98

The results go on:
SMILES | HePTP inhibitor | BAP1 block
CC(C)N1C(=O)C2C(C(=O)NCc3ccccc3)C3C=CC2(O3)C1C(=O)NC(C)(C)C (stereo not drawn) | 10 | 97
C=CCN1C(=O)/C(=C/c2cc(C)n(-c3ccc(C(=O)OC)cc3)c2C)SC1=S | -7 | /
CCCCc1nc(SCC(=O)Nc2ccc(S(N)(=O)=O)cc2)n[nH]1 | -4 | /
CC1CC(C)CN(c2ncc3c(n2)CC(c2ccccc2Cl)CC3=O)C1 (stereo not drawn) | 10 | /
COc1ccc(Cn2nnnc2C(c2ccccc2)N2CCN(C3CCCC3)CC2)cc1 (stereo not drawn) | -1 | 102
Cc1cc(C)cc(NC(=O)/C=C/c2ccc(C)o2)c1 | 9 | /
COc1cc(/C=C2/SC(=S)N(CC(=O)Nc3ccccc3C(=O)O)C2=O)cc(OC)c1OC | -12 | /
Cc1cc(C(F)F)n2ncc(C(=O)NCc3ccccc3C(F)(F)F)c2n1 | 13 | 97
Nc1nnnn1Cc1nc2ccccc2[nH]1 | -22 | /
O=C(Oc1ccc(-c2ccccc2)cc1)N1CCOCC1 | 8 | 101
CCCCC(=O)Nc1ccc(S(=O)(=O)NC(=O)CC)cc1 | / | 283
COc1ccc(C(c2cc(C(C)(C)C)c(O)c(C(C)(C)C)c2)N2CCOCC2)cc1 (stereo not drawn) | -2 | /
Cc1cccn2c(=O)c(C=Nc3c(C)n(C)n(-c4ccccc4)c3=O)c(N3CCCC3)nc12 | -1 | 101
O=C(CN1CCN(c2ccccn2)CC1)NCc1cccs1 | -11 | /
COc1ccc(-c2nc(N)ncc2Oc2ccccc2Br)c(O)c1 | 4 | 86
CCCn1c(SCC(=O)Nc2ccc3c(c2)OCCO3)nnc1-c1ccco1 | 2 | 86
C=CCc1ccccc1OCCOc1c(I)cc(/C=N/n2cnnc2)cc1OC | -12 | /
OCCCN1c2ccccc2Nc2nnc(-c3ccccc3)cc21 | -2 | 102
O=C(COc1cc(Cl)c(Cl)cc1Cl)Nc1ccncc1 | 2 | 122
Cc1ccc(C(=O)OCC(=O)Nc2ccc3c(c2)OCO3)o1 | -2 | 95
CC(C)c1nc(SCC(=O)Nc2cccc(C(F)(F)F)c2)c2c(=O)n(C)c(=O)n(C)c2n1 | -12 | 49*
